From PubChem
hIAP act: increases human intestinal alkaline phosphatase activity | P09923 | purified human IAP, CDP-Star luminescence, 30 min; active compounds read high; 1 = vehicle-only enzyme, 0 = enzyme-free background | activation factor at 10 µM | actives 0.16% (n = 330,000) | AID 2524;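 active = activation factor of the enzyme at least 2-fold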; note: the source names both 10 and 20 µM as test concentration; values of inactives mirror those of a sister screen read the other way
Target sequence (P09923 whole entry, looked up): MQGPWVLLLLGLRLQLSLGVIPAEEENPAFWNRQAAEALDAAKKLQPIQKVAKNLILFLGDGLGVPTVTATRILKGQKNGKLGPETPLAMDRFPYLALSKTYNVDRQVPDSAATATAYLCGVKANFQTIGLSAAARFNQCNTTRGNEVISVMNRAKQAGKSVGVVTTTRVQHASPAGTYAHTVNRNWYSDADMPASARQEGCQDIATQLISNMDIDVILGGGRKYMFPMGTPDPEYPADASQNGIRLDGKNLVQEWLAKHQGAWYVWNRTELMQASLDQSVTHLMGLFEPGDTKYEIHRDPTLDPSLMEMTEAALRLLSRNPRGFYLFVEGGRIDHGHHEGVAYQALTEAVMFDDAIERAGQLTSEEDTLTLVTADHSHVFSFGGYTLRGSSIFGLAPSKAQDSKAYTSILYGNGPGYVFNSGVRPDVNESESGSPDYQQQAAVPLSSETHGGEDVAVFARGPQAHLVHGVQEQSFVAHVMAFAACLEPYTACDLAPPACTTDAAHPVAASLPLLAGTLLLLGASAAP
A3G deaminase: blocks human APOBEC3G single-stranded DNA deamination; Q9HC16; recombinant A3G, ssDNA deamination FAM/TAMRA fluorescence; inhibition, % at 20 µM; actives 0.28% (n = 330,000); AID 493012;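 active = inhibition of at least 40% at 20 µM, with no more than 30% in the related APOBEC3A deaminase screen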;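 note: plate controls were DMSO wells with A3G for no effect and wells lacking A3G enzyme for full effect; some compounds called inactive have numbers as strong as hits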
Target sequence (Q9HC16 whole entry, looked up): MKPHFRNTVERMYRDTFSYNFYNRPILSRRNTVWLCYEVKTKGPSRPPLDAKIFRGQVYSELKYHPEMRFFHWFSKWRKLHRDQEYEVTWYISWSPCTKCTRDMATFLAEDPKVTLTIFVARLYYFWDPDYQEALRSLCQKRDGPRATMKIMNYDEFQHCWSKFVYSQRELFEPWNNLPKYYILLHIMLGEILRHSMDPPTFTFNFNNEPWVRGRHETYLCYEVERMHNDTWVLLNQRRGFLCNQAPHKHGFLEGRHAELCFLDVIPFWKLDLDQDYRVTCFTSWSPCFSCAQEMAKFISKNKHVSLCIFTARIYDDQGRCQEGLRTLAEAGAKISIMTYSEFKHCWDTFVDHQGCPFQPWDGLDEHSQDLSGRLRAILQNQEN
mIAP inh: mouse IAP inhibition. purified mouse IAP, CDP-Star luminescence, 30 min. inhibition, % at 10 µM. actives 0.2% (n = 330,000);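 active = inhibition of at least 40% at 10 µM in the primary screen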;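 note: plate controls were DMSO with enzyme for no effect and no enzyme wells for full effect; values of inactives mirror those of a sister screen read the other way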
NR3A LBD binder: NR3A (human) ligand-binding domain modulation | actives 2.5% (n = 340,000) | Tm shift relative to glycine control, % at 25 µM | NR3A LBD differential scanning fluorimetry, Tm shift; 0% = protein alone, 100% = glycine-bound protein;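 active = melting temperature shift of at least 10% of the positive control shift, at one fixed dose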
hIAP inh: blocks human intestinal alkaline phosphatase | P09923 | purified IAP, CDP-Star luminescence, 30 min | inhibition, % at 10 µM | actives 0.12% (n = 330,000) | AID 2544;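 active = inhibition reaching a set limit with compound at 10 µM in the primary screen, cut at about 35% in these data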;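 note: plate controls were DMSO wells with enzyme for no effect and no-enzyme buffer wells for full effect; values of inactives mirror those of a sister screen read the other way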
mIAP act: increases mouse intestinal alkaline phosphatase activity; muIAP, CDP-Star luminescence, 30 min; active compounds read high; 1 = vehicle-only enzyme signal, 0 = enzyme-free wells; actives 0.24% (n = 330,000); AID 2805; activation factor at 10 µM;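 active = activation factor of at least 2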; note: the source names both 10 and 20 µM as test concentration; values of inactives mirror those of a sister screen read the other way
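also added = chemiluminescent substrate CDP-Star | test system = mouse IAP enzyme | signal = chemiluminescence readout | compound = DMSO-dissolved test compounds | incubation = 30 min at room temperature | benchmarks = DMSO wells, no-enzyme wells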
MIN6 prolif: inducers of beta-cell replication in MIN6 cells; MIN6 cells proliferation, ATPlite luminescence, 48 h; cells starved in 0.2% serum; 100% = growth in 10% serum; proliferation, % at 10 µM; actives 0.29% (n = 330,000);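 active = compounds whose signal lies at least 3.5 SD above the mean of all wells on their plate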;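 note: 0% = DMSO-treated cells in low-serum medium and 100% = 10% serum control; some compounds called inactive have numbers as strong as hits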
MPTP inh: permeability transition pore inhibition. AID 602449. actives 1.4% (n = 360,000). inhibition, % at 10 µM. isolated mouse mitochondria, Ca2+ swelling absorbance, 30 min;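 active = inhibition of 50% or more, scaled per plate between neutral and stimulator controls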;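 note: 0% = DMSO wells given calcium and 100% = 1 mM EGTA wells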
APOBEC3A inh: blocks human APOBEC3A ssDNA deamination | recombinant A3A, FAM/TAMRA ssDNA deamination fluorescence | inhibition, % at 20 µM | actives 0.41% (n = 330,000) | P31941;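 active = at least 40% inhibition at 20 µM here, with at most 30% in a related deaminase screen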;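 note: plate controls were A3A with DMSO for no effect and wells lacking A3A enzyme for full effect; some results filed as inactive read as strong as hits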
Target sequence (P31941 whole entry, looked up): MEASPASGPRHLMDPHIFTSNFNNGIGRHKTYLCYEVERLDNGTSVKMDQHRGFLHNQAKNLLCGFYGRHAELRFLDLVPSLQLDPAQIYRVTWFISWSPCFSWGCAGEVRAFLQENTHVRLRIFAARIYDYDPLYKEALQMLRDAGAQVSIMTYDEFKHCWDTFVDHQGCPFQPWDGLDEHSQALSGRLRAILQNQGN
* hit, by the source's call; · = no result given.

Every second line gives: hIAP act, A3G deaminase, mIAP inh, NR3A LBD binder, hIAP inh, mIAP act, MIN6 prolif, MPTP inh, APOBEC3A inh
> O=S(=O)(Nc1nc(-c2sccc2Cl)cs1)c1cc(Cl)ccc1Cl
    1, -7, 10, 14*, -3, 0.9, -6, 78*, -6
> CC1(C)Cc2ccccc2-c2nc3ccccc3c(=O)n21
    0.89, -5, 6, 0, 11, 0.94, 1, 4.4, -4
> Cc1ccccc1OCC(=O)N(Cc1ccco1)c1c(N)n(Cc2ccccc2)c(=O)[nH]c1=O
    1.1, -9, 3, 0, -8, 0.97, -1, -0.1, -5
> COc1ccc2c(c1)CC/C(=C\c1ccc(OC)c(Cn3nc(C)cc3C)c1)C2=O
    0.97, -2, -10, 1, 3, 1.1, -5, 4.5, -1
> O=C(CC1C(=O)NCCN1C(=O)Nc1ccccc1)Nc1ccc2c(c1)OCO2 (stereo unspecified)
    1, -5, 14, -1, -4, 0.86, 0, 0.0, -14
> BrCCOCCOc1ccc2ccccc2c1
    0.97, 3, 9, 1, 3, 0.91, 0, 0.4, 8
> CC(=O)N1C(=O)NC2=C(C(=O)CCC2)C1c1cccc([N+](=O)[O-])c1 (stereo unspecified)
    1, -13, -1, -1, -2, 1, -3, -0.1, -2
> O=C(NCCCCc1ccccc1)c1ccccc1Cl
    1.1, 2, -4, -2, -5, 1, -2, -2.5, 1
> Cc1ccccc1CNC(=O)C(=O)Nc1nccs1
    1.2, -7, 2, -1, -23, 0.98, 1, 1.1, 0
> O=C(CNC(=O)c1ccccc1Cl)N/N=C/C=C/c1ccccc1
    1.3, -7, 12, -1, -25, 0.88, -3, 0.5, -1
> Cc1ccccc1OCC(=O)Nc1ccccc1NC(=O)c1ccco1
    0.96, -2, -5, -1, 4, 1, 0, 1.0, 2
> Cc1ccc(S(=O)(=O)CC(=O)Nc2ccc(F)c(F)c2F)cc1
    1.1, -6, 11, 0, -6, 0.89, -1, 1.4, 2
> CC1=C(C(=O)OCC2CCCO2)C(c2coc3ccccc3c2=O)C2=C(CC(C)(C)CC2=O)N1 (stereo unspecified)
    0.98, 3, -14, -5, 2, 1.1, -2, 1.2, 1
> C=CCN(CC=C)C(=O)c1cccc(OC2CCN(S(=O)(=O)N(C)C)CC2)c1
    0.85, -3, 0, 0, 15, 1, -2, 5.1, 1
> CCCCc1nc(SCC(=O)Nc2ncccn2)n[nH]1
    0.98, -1, -7, 1, 2, 1.1, 0, -0.4, 0
> Cc1cc(C)c2c(N)c(C(=O)Nc3ccccc3Br)sc2n1
    1.1, 4, -19, 0, -13, 1.2, -3, 0.3, -11
> Cc1ccc(C)c(OCCn2cc(C(=O)O)c3ccccc32)c1
    0.84, -6, 3, 1, 16, 0.97, 4, -0.8, -2
> Cc1cc(C)nc(Nc2n[nH]c(Cc3ccccc3)n2)n1
    1.6, -8, 5, ·, -64, 0.95, -2, ·, 0
> S=C(Nc1ccc(Cl)cc1)N(CCCN1CCOCC1)Cc1ccco1
    0.97, -2, 3, -1, 3, 0.97, -1, 0.0, 0
> COc1ccc(OCC(=O)NN2Cc3ccccc3C2=N)cc1
    0.95, 2, 7, 2, 5, 0.93, -3, -1.3, -1
> CC(=O)N1CCCc2ccc(NS(=O)(=O)c3ccc(C)cc3)cc21
    1.1, 12, -6, 4, -5, 1.1, 1, 1.5, 2
> O=C(NCCN1CCCCCC1)C1CC(=O)N(CCc2ccccc2)C1 (stereo unspecified)
    1.1, -3, 0, -1, -6, 1, -1, 0.6, -3
> N#Cc1ccc(OCC(=O)OCC(=O)Nc2ccc(N3CCOCC3)cc2)cc1
    1.1, -1, 7, -1, -6, 0.93, -2, -1.1, 10
> CCCCC1CCC(C(=O)Nc2ccc(S(=O)(=O)Nc3nccs3)cc2)CC1 (stereo unspecified)
    0.98, -3, -1, 15*, 2, 1, -6, 6.6, -1
> Cc1ccn2c(C(=O)N/N=C\c3cccs3)c(C)nc2c1
    0.83, 0, -1, -3, 17, 1, -1, -1.0, 5
> O=[N+]([O-])c1ccc(N/N=C2\CC3CC=CC23)cc1 (stereo unspecified)
    0.77, -11, 7, -4, 23, 0.93, -1, -1.0, -2
> Cn1c(=O)c2c(SCc3c(F)cccc3Cl)nc(CC(C)(C)C)nc2n(C)c1=O
    1.2, 8, -5, -1, -16, 1.1, -7, 40, 3
> Cc1ccc(S(=O)(=O)N2CCC(C(=O)OCC(=O)N3CCc4ccccc43)CC2)cc1
    0.89, -10, 2, 0, 11, 0.98, 2, 2.6, -5
> COC(=O)c1ccccc1-c1ccc(/C=N/NC(N)=O)o1
    0.96, -2, 0, 4, 4, 1, -2, 1.3, -1
> O=C(CNC(=O)C1COc2ccccc2O1)N/N=C\c1cccc(O)c1 (stereo unspecified)
    0.9, -9, -5, -1, 10, 1, 0, -1.3, -1
> COc1cccc(OC)c1C(=O)OCC(=O)NCc1ccco1
    1, -6, -2, 4, -4, 1, 5, -0.1, -3
> Cc1ccc(/C=N/NC(=O)c2ccc(NC(=O)c3ccccc3Cl)cc2)o1
    0.96, -9, 7, -10, 4, 0.93, -2, 0.8, -3
> CN(C(=O)c1ccc(OC2CCN(Cc3ccccn3)CC2)cc1)C1CCCCC1
    1, -3, 9, 2, -2, 0.91, 1, -0.2, -1
> c1ccc(-c2nnnn2-c2ccccc2)cc1
    1.1, -7, 3, -1, -6, 0.97, -1, 1.5, -7
> CCOC(=O)C1(C)C=C(Nc2ccccc2)C(=O)N1c1ccccc1 (stereo unspecified)
    0.83, -5, 1, 0, 17, 0.99, 3, -1.5, -3
> Cc1ccn2cc(CCNC(=O)COc3ccccc3)nc2c1
    1, -3, 10, 0, -3, 0.9, -2, -0.5, 2
> CCc1ccc(N2C(=O)CN(CC(=O)OC)C2=S)cc1
    1.1, -6, 1, -1, -11, 0.99, -3, 0.8, -1
> C=CCC[C@H](Cc1ccc(F)cc1)C(=O)OC[C@@H](NC(=O)[C@@H](CC=C)CC(=O)N(CCO)Cc1ccccc1)C(C)(C)C
    1.1, -10, -8, -6, -9, 1.1, -6, -1.9, -2
> O=C(CCS(=O)(=O)c1ccccc1)N1CCN(c2cccc(C(F)(F)F)c2)CC1
    0.95, -2, 5, 0, 5, 0.95, -3, -0.4, 3
> COc1cc(OC)c(C2N(c3ccc(Cl)cc3)C(=O)C3CCCN32)cc1OC (stereo unspecified)
    0.9, 6, -13, -1, 10, 1.1, -2, -1.4, -1
> Cc1cccc(Nc2nc(C)nc3c2oc2ccccc23)c1
    0.95, 0, 2, 0, 5, 0.98, -2, -0.8, 2
> COC(=O)CNC(=O)CSc1nnc(C)c(=O)[nH]1
    0.99, -6, 4, -2, 1, 0.96, 0, 1.0, -4
> O=C(NCc1ccc2c(c1)OCO2)C1CCCN1S(=O)(=O)c1ccc(F)cc1 (stereo unspecified)
    1.1, -7, -4, 0, -14, 1, 1, 0.9, 55*
> Cc1occc1C(=O)NNS(=O)(=O)c1ccc([N+](=O)[O-])cc1
    0.82, -6, 4, -1, 18, 0.96, 1, -3.3, -1
> CCOc1ccc(C(=O)NC2CCN(C(=O)Nc3ccc(F)cc3)CC2)cc1
    0.95, -8, 4, -5, 5, 0.96, 2, -0.3, -5
> CCNC(=O)N1CCC(n2nccc2NC(=O)CCCc2ccccc2)CC1
    1, -4, -11, -7, -2, 1.1, -1, -0.4, -1
> CN1CCN(S(=O)(=O)c2ccc(NC(=O)COc3ccccc3)cc2)CC1
    1.1, -1, -6, 0, -9, 1.1, -1, 1.2, 5
> COc1ccc2cc3cc(C(=O)N4CCN(c5ccccn5)CC4)oc3nc2c1
    0.88, -7, -2, -1, 12, 1, -4, -0.6, -5
> NS(=O)(=O)c1ccc(NC(=S)NC(=O)c2ccc3c(c2)OCO3)cc1
    0.97, -1, 13, -1, 3, 0.87, 1, -1.0, 2
> Cc1cc(Nc2ccc(C)c(C)c2)c2ccccc2n1
    1, -5, -15, -5, -4, 1.2, -3, 4.5, -5
> CCC1CCCCN1S(=O)(=O)c1ccc(NC(=O)c2cccnc2)cc1 (stereo unspecified)
    0.87, 1, -6, 4, 13, 1.1, -3, 0.1, -2
> Cc1ccc(C)c(NC(=O)CCc2ccc(S(=O)(=O)NC3CCCCC3)cc2)c1
    0.97, -2, -7, 0, 3, 1.1, -1, -0.1, -1
> Cc1ccc(C(=O)N/C(=C\c2ccccc2)C(=O)NCc2cccnc2)cc1
    1, -10, 1, -3, -1, 0.99, 0, -1.3, 2
> Cc1ccc(C)c(N2N=C(C(=O)Nc3ccc(S(=O)(=O)N4CCCC4)cc3)CCC2=O)c1
    1, -4, 5, -1, 0, 0.95, -1, 1.7, -2
> COC(=O)C1CCN(C(c2ccc(OC)c(OC)c2)c2sc3nc(C)nn3c2O)CC1 (stereo unspecified)
    1, -10, -6, 13*, -3, 1.1, 0, -2.0, -8
> O=C(/C=N/O)Nc1ccccc1
    0.9, -8, 4, 0, 10, 0.95, 3, -1.2, -4
> CCCC(=O)NC(c1ccccc1)c1ccc2cccnc2c1O (stereo unspecified)
    1, -2, 2, 2, -2, 0.97, -4, -0.1, -3
> Cc1ccc(N2C(=O)NC(NS(=O)(=O)c3ccc(C)cc3)(C(F)(F)F)C2=O)cc1 (stereo unspecified)
    1, -14, -2, 0, -4, 1, -4, 1.4, -1
> COc1ccccc1/C=N/NC(=O)c1nnn(-c2nonc2N)c1CSC1=NCCS1
    1.1, -2, 6, 1, -7, 0.94, 3, 0.0, -3
> O=C(COC(=O)c1ccc(O)cc1)Nc1cccc(S(=O)(=O)N2CCCCC2)c1
    1.1, -1, -15, -1, -15, 1.1, -2, 7.2, 3

Further compounds.
Every second line gives: hIAP act, A3G deaminase, mIAP inh, NR3A LBD binder, hIAP inh, mIAP act, MIN6 prolif, MPTP inh, APOBEC3A inh
> COc1ccc(CNS(=O)(=O)c2cc3c(cc2C)N(C)CCO3)cc1
    0.92, -10, 0, 0, 8, 1, -3, -1.2, -7
> COc1cccc(NC(=O)c2nn(C)c(C(=O)Nc3cccc(OC)c3)c2[N+](=O)[O-])c1
    0.72, -1, 3, 0, 28, 0.97, -3, 2.2, 1
> CC1CCCCN1C(=O)c1cccc(NC(=O)c2ccccc2)c1 (stereo unspecified)
    0.97, -6, 3, 0, 3, 0.97, 1, 0.4, -1
> O=C(NCC1CC1)c1ccc(Nc2nc3ccc(Br)cc3[nH]2)cc1
    0.99, -7, 2, 28*, 1, 0.98, -2, 29, -4
> O=C(Nc1cc(C(F)(F)F)ccc1N1CCOCC1)c1cccnc1Cl
    1, 0, -7, 4, 0, 1.1, -2, 0.5, -1
> O=C(NC1CCCC1)C1CCC(=O)N1C1CCCC1 (stereo unspecified)
    1, -8, -12, 1, -1, 1.1, -2, 1.8, -4
> O=C1c2ccccc2C(=O)N1CCCc1c[nH]c2ccccc12
    1.1, -6, 8, -17, -6, 0.92, -3, 0.4, -2
> Cc1ccccc1C(=O)N1CCN(c2ccc(NC(=O)c3ccc4c(c3)OCCO4)cc2)CC1
    0.96, -4, -3, -29, 4, 1, -4, -1.2, -1
> OC(CNCc1ccccc1)Cn1ccc2ccccc21 (stereo unspecified)
    1, -7, 7, -3, -2, 0.93, -4, -0.7, -2
> CCN(CC(=O)Nc1ccccc1C(F)(F)F)C(=O)c1cc(-c2ccccc2)nn1-c1ccccc1
    0.9, -11, -2, 4, 10, 1, -6, -1.1, -6
> CCN(CC(=O)Nc1c(F)cccc1F)C(=O)/C=C/c1ccc(Br)s1
    1.1, -13, -3, 1, -8, 1, 0, -0.1, -3
> CN(C(=O)COC(=O)c1ccc2c(c1)OCO2)C1CCCCC1
    1.2, -4, -9, 1, -16, 1.1, -3, -2.2, -2
> Cn1cc(CN2CCC(C(=O)Nc3cccc(-c4cscn4)c3)CC2)cn1
    1.1, 2, -15, -1, -5, 1.2, -3, -0.3, 5
